Screens from PubChem BioAssay.
Caspase-1 inhib = qHTS Assay for Allosteric/Competitive Inhibitors of Caspase-1 | 75,000 compounds, 0.03% hits | Caspase-1 enzyme, Ac-WEHD-AFC fluorogenic rate | P29466 | AID 900, 2007 | Potency, µM (top dose mostly 57.5 µM), for inactives: top-dose activity change, negative = inhibition, most hits filed as inhibitors;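 also: potency is read from the fitted curve at half-maximal effect; plate controls were vehicle for no effect and no substrate for full effect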
HEK293 cAMP ctrl = qHTS Assay for Agonists of the Thyroid Stimulating Hormone Receptor: Activators of Intracellular cAMP Concentrations in Parental HEK 293; parental HEK293 CNG cAMP sensor, membrane potential fluorescence; Potency, µM (top dose mostly 57.1 µM), without a hit: at the highest dose activation, usual class: activators; 73,000 compounds, 2.5% hits; AID 938, 2007; also: potency is read from the fitted curve at half-maximal effect; % of control where 0% means no effect; nearly all actives have a fitted effect of over 55% in size
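Parental HEK 293 cells stably expressing a cAMP-gated CNG channel were loaded with membrane potential dye containing 100 uM RO 20-1724 for 60 min. Compound added for 30 min; depolarization read as fluorescence intensity at 590 nm.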
Tau fil binding = qHTS Assay for Tau Filament Binding. 71,000 compounds, 2% hits. Potency, µM (highest dose often 57.1 µM), inactives show top-dose activity change, negative = inhibition. recombinant tau filaments, thioflavin S fluorescence, 15 h; filaments grown with octadecylsulfate alongside compound;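 also: potency is read from the fitted curve at half-maximal effect; % is scaled to controls: 0 for no effect and ±100 for the full control effect; actives lower thioflavin S fluorescence by blocking filaments or displacing dye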
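Quantitative HTS: thioflavine S signal from ODS-induced tau filaments, excited at 450 nm, emission 510 nm. Conditions: 1 uM tau, 30 uM ODS, 15 h at 37 C, pH 7.4.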
A350 fluor = qHTS Assay for Spectroscopic Profiling in A350 Spectral Region | Compound autofluorescence, 340/450 nm, Alexa 350 dye-equivalents; hits give high values | max dye-equivalent concentration, M | 59,000 compounds, 11% hits; in the data active = max dye-equivalent concentration above about 10 nM; inconclusive = mostly about 1.1 nM to 9.6 nM
USP2a inh = qHTS Assay for Inhibitors of Ubiquitin-specific Protease USP2a | USP2a enzymatic assay, qHTS inhibition | 60,000 compounds, 0.1% hits | Potency, µM (top dose mostly 38.3 µM), inactives show at the highest dose activity change, negative = inhibition, actives largely listed as inhibitors | Ubiquitin carboxyl-terminal hydrolase 2 (Homo sapiens), O75604;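 also: potency is read from the fitted curve at half-maximal effect; nearly all actives have a fitted effect of over 60% in size; plate controls were DMSO for no effect and NEM full inhibition control for full effect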
Target sequence (O75604 whole entry, looked up): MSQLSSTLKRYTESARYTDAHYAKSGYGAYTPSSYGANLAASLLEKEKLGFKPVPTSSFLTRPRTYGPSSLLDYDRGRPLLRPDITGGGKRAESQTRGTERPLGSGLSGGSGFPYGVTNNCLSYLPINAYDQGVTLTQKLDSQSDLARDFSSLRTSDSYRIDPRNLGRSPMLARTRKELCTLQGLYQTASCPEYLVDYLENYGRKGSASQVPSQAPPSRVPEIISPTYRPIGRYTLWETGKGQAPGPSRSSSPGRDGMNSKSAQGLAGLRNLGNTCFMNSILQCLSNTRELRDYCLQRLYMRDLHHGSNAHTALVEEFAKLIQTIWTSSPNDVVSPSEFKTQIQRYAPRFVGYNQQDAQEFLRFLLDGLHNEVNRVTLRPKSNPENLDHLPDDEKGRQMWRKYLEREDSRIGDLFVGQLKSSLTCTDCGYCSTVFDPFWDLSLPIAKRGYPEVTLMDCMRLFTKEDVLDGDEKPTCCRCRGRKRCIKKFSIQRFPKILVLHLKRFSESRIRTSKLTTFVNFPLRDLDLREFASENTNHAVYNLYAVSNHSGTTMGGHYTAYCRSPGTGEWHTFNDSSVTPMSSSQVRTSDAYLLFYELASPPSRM
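USP2 core (20nM final) preincubated 30 min RT with compound, then Ub-PLA2 20nM and NBD C6-HPC 20uM final added; buffer 20mM Tris-HCl pH 8.0, 2mM CaCl2. Fluorescence Ex 460/Em 535 read at 0 and 2.5 h; normalized to NEM.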
Caspase-7 inhib = qHTS Assay for Allosteric/Competitive Inhibitors of Caspase-7 | Potency, µM (highest dose often 57.5 µM), inactives show top-dose activity change, negative = inhibition, actives largely listed as inhibitors | recombinant caspase-7, Ac-DEVD-AFC fluorescence rate | 75,000 compounds, 0.02% hits | AID 889, 2007; active = well fitted inhibition curve with a large enough effect in the main read-out, with a control signal flat, not every such curve was filed as active; inconclusive = small, poorly fitted or top-dose-only effect, or a change in a side signal; also: potency is read from the fitted curve at half-maximal effect; % of control where 0% means no effect
Target sequence (P55210 24-198 limits assumed): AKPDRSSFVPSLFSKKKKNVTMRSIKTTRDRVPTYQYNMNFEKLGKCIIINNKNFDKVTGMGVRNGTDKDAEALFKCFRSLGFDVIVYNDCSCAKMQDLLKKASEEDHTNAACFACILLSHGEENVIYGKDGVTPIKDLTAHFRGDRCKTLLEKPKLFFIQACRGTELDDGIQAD
Target sequence (P55210 207-303 limits assumed): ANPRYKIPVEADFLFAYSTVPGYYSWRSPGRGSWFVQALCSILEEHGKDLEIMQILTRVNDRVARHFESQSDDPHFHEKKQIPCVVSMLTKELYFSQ
BRCT PPI red = qHTS Assay for Inhibitors of BRCT-Phosphoprotein Interaction (Red Fluorophore) | Breast cancer type 1 susceptibility protein (Homo sapiens), P38398 | BRCT-phosphopeptide binding, red fluorescence polarization | Potency, µM (doses to about 76.9 µM), for the others: top-dose activity change, negative = inhibition, actives largely listed as inhibitors | 75,000 compounds, 0.03% hits; also: % is scaled to controls: 0 for no effect and ±100 for the full control effect
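Rhodamine-labelled pBACH1 10-mer (100 nM) bound to BRCT domain (100 nM) at pH 7.3; compounds incubated 12 min room temperature, polarization read. Free peptide defines full inhibition; unlabelled decapeptide titrated as control.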
BRCT inh green = qHTS Assay for Inhibitors of BRCT-Phosphoprotein Interaction (Green Fluorophore). 75,000 compounds, 0.05% hits. Potency, µM (titrated, usually from 76.9 µM), for the others: at the top dose activity change, negative = inhibition, actives largely listed as inhibitors. Breast cancer type 1 susceptibility protein (Homo sapiens), P38398. BRCA1 BRCT-phosphopeptide binding, green fluorescence polarization;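 also: potency is read from the fitted curve at half-maximal effect; plate controls were peptide without protein for full effect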
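Compounds were incubated for 12 min at room temperature with a complex of 100 nM fluorescein-tagged pBACH1 decapeptide and 250 nM His-tagged BRCT protein. Buffer was phosphate pH 7.3 with EDTA, DTT and Tween 20. Disruption of binding lowers the polarization signal.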
FLuc inh = qHTS Assay for Inhibitors of Firefly Luciferase | 72,000 compounds, 2.2% hits | Potency, µM (doses to about 57.1 µM), without a hit: at the highest dose activity change, negative = inhibition, usual class: inhibitors | AID 411, 2009 | purified firefly luciferase, luminescence, 8 min; also: potency is read from the fitted curve at half-maximal effect; % is scaled to controls: 0 for no effect and ±100 for the full control effect; nearly all actives have a fitted effect of over 40% in size
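Substrate buffer containing 10 uM ATP (pH 7.2 imidazole, Mg2+, KCl, detergent, BSA) is dispensed, compound pinned in, then luciferase/luciferin detector mix added. After 8 min at ambient temperature, light output is measured.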
CRE-bla Fsk = Cell signaling CRE-BLA (Fsk stim); Potency, µM (doses to about 38.2 µM), without a hit: at the highest dose activity change, negative = inhibition, hits mostly activators; CHO CRE-bla reporter (cAMP response element driving beta-lactamase), forskolin EC10, beta-lactamase ratio; 71,000 compounds, 2.5% hits; active = well fitted activation curve with a large enough effect in the signal ratio, with a control signal flat, not every such curve was filed as active; inconclusive = small, poorly fitted or top-dose-only effect, or effect the other way, or a change in a side signal; the % refers to the signal ratio; also: potency is read from the fitted curve at half-maximal effect; % of control where 0% means no effect
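Using CellSensor CRE-bla CHO cells in Opti-MEM with 0.5% dialyzed FBS, compounds were titrated with EC10 NKH 477 for 3 h at 37 °C. CCF4 ratio (460/530 nm) gave %Activity; AC50 derived.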
ERK AVP block = qHTS Assay for Inhibitors of the ERK Signaling Pathway using a Homogeneous Screening Assay; Potency, µM (series often up to 57.5 µM), for inactives: top-dose activity, negative = inhibition, actives largely listed as inhibitors; 72,000 compounds, 0.99% hits; AID 995, 2007; HEK293-V1b, vasopressin-stimulated pERK AlphaScreen; also: potency is read from the fitted curve at half-maximal effect; % is scaled to controls: 0 for no effect and ±100 for the full control effect; nearly all actives have a fitted effect of over 55% in size
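V1b-HEK293 cells; cpd 30 min 37C; 25 nM vasopressin 5 min; lyse 10 min; AlphaScreen beads 5 hr RT. Normalized to DMSO basal and 25 nM vasopressin; AC50 by Hill fit.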
An asterisk follows results filed as active; i = inactive; u = inconclusive; x = no result given; [ ] = remark or other dose. Unless noted, calls follow the shape of the dose curve; as a rule, active = well fitted curve in the direction sought with a large enough effect; inconclusive = small, poorly fitted or top-dose-only effect, or another doubt; inactive = no such curve, though single readings can be large; an effect the other way counts as inactive or inconclusive. Outcome played no part in choosing rows. Share with any hit: about 16%.

SMILES	Caspase-1 inhib	HEK293 cAMP ctrl	Tau fil binding	A350 fluor	USP2a inh	Caspase-7 inhib	BRCT PPI red	BRCT inh green	FLuc inh	CRE-bla Fsk	ERK AVP block
O=C(Nc1nc(-c2nc3ccccc3s2)cs1)C1CC1	2.9%	17.3%	70.3%	x	x	0.8%	-2.4%	3.2%	5.01µM*	u	x
COc1cc(OC)c(C2C(C#N)=C(N)OC3=C2C(=O)CC(C)(C)C3)cc1OC (stereo unspecified)	-0.6%	13.8%[11.4 µM]	1.1%[11.4 µM]	x	u	-0.2%	0.1%	0.0%	-0.1%	u	-8.6%
O=c1c2c([nH]c3ccccc13)CCCCCC2	0.9%	4.4%	8.4%	u	-5.8%	0.1%	-1.5%	1.4%	-0.8%	-1.5%	-7.6%
Cc1cc(CN2CCOCC2)c(O)c(C2(C)CCCCC2)c1	-5.2%	8.9%	-4.3%	i	-6.2%	0.9%	0.0%	2.9%	0.8%	-3.1%	14.0%
CC(=O)C1(C)CC2=C(CCCC2(C)C)CC1C (stereo unspecified)	1.4%	19.5%	2.2%	x	x	-1.7%	0.7%	-0.9%	x	-13.3%	-23.0%
Cc1nnc(NCc2ccncc2)c2ccccc12	-7.7%	-1.7%	-0.2%	u	5.2%	-10.1%	-0.5%	0.6%	-1.5%	-6.0%	-8.5%
Cc1ccccc1N=C1NC(=O)CS1	-1.2%	-1.0%	255.7%	i	-6.2%	-0.8%	0.4%	1.8%	0.8%	u	-0.9%
c1ccc(-n2nnnc2N2CCOCC2)cc1	-0.1%	-5.4%	-0.7%	i	-6.7%	1.3%	0.4%	-2.3%	-0.7%	-0.7%	-9.8%
CCC(=O)Nc1c(C)cc(C)cc1Cl	0.0%	12.3%[11.4 µM]	-3.5%[11.4 µM]	x	-3.6%[7.66 µM]	0.5%	-3.9%	-1.6%	1.5%	u	2.3%
COc1cccc(NC(=O)N(Cc2cc3cc(C)cc(C)c3[nH]c2=O)CC2COCCO2)c1 (stereo unspecified)	-2.1%	u	3.9%	u	50.9%[activator]	-2.1%	-0.7%	5.2%	-2.2%	u	u
CC(=O)OCC1OC(c2cc(C)cc(C)c2)C=CC1OC(C)=O (stereo unspecified)	-3.2%[11.5 µM]	3.2%[11.4 µM]	x	x	x	0.5%[11.5 µM]	0.1%[15.4 µM]	-0.9%[15.4 µM]	x	x	12.1%[11.5 µM]
CCCCCCn1c(CN2CCCC(C)C2)nc2c1c(=O)n(C)c(=O)n2C (stereo unspecified)	0.7%	u	6.9%	i	10.2%	0.7%	0.9%	-2.4%	1.3%	9.7%	-1.0%
CC(=O)N(c1ccc(Cl)cc1)c1c[nH]c2ccccc12	-2.3%	-0.8%[11.4 µM]	-19.3%[11.4 µM]	x	6.8%[7.66 µM]	0.5%	-0.4%	-7.6%	4.2%	u	5.3%
CS(=O)(=O)Nc1ccccc1C(=O)Nc1cccc(Cl)c1	-1.3%	24.5%	2.5%	u	-8.1%	-1.1%	-3.6%	-0.2%	-1.4%	-11.7%	-9.6%
COc1ccccc1CNC(=O)CCNC(=O)Cn1cnc2ccccc2c1=O	-0.6%	10.4%	-2.6%	i	-1.2%	2.1%	-0.5%	-2.9%	0.1%	-1.7%	0.4%
CCCn1c(=O)c(C(=O)Nc2ccccc2C(=O)OCC)c(O)c2ccccc21	-0.1%	18.2%	13.8%	1.1e-07M*	30.4%[activator]	0.4%	-0.3%	-2.1%	-1.3%	u	-31.9%
CCc1ccccc1-n1c(-c2ccncc2)n[nH]c1=S	0.0%	-2.0%	-3.9%	i	0.8%	0.2%	0.8%	-2.4%	2.3%	8.6%	-11.2%
COc1cc(NS(=O)(=O)c2ccc(NC(=O)C3CCCO3)cc2)nc(OC)n1 (stereo unspecified)	0.5%	0.3%	-6.2%	i	6.8%	0.4%	0.9%	-0.5%	1.3%	u	-14.2%
O=C(N1CCOCC1)C12CCC3CC(CC(C3)C1)C2	-0.4%	1.1%	6.9%	i	3.3%	-1.0%	0.6%	-2.3%	2.1%	6.3%	5.7%
CCNC(=O)NC(=O)C(C)SCc1ccccc1C (stereo unspecified)	1.5%	13.8%	0.7%	i	4.3%	1.2%	-0.5%	3.9%	0.1%	-8.6%	13.6%
CCCN(CCO)Cc1cccc(Cl)c1	-0.1%	4.7%	0.3%	i	-0.9%	0.6%	0.1%	-4.0%	-0.5%	-3.7%	0.5%
CCOCC(=O)Nc1ccc2c(c1)OCCO2	-0.8%	8.2%	-14.6%	i	-7.3%	-0.1%	-1.3%	-2.7%	-12.3%	-1.2%	1.1%
Cn1nnnc1SCCOc1ccc(C#N)cc1	-0.1%	2.5%	-5.1%	i	1.1%	-0.1%	0.8%	-4.3%	0.8%	-4.1%	-4.4%
O=C(NCc1ccco1)Oc1ccccc1	-3.4%	4.0%	5.9%	i	5.3%	1.0%	-1.1%	-1.2%	0.6%	-6.8%	-17.4%
COc1cccc(C(C#N)N2CCCCC2)c1O (stereo unspecified)	-2.4%	-5.8%	-23.9%	i	19.4%	-1.8%	0.5%	-0.8%	-2.2%	-5.9%	-16.0%
COc1cccc(C(=O)/C=C/Nc2cc(C)ccc2O)c1	u	-24.6%	49.3%	i	3.8%	-20.7%	0.4%	2.3%	7.94µM*	u	u
CC(=O)N1CCc2cc(S(=O)(=O)NCCC(=O)N3CCN(Cc4ccccc4)CC3)ccc21	0.0%	15.2%	2.1%	3.38e-08M*	15.8%	-1.3%	-0.8%	0.3%	-0.7%	u	28.1%
CC1Cc2cc(/C(O)=C3/C(=O)C(=O)N(CC4CCCO4)C3c3ccco3)ccc2O1 (stereo unspecified)	0.3%	-2.0%	-2.0%	i	10.2%	-1.4%	0.1%	-1.1%	-0.2%	-13.9%	-3.1%
CCOC(=O)c1nnc(-c2ccccc2)o1	-1.0%	9.6%	-4.0%	i	-0.1%	0.6%	-0.5%	-1.9%	-0.3%	-1.6%	17.6%
Cc1c(C(=O)Nc2cnccn2)oc2ccccc12	-1.5%	13.1%	94.8%	i	13.0%	-1.9%	-2.4%	-1.0%	-9.1%	u	-8.2%
CC(C)c1ccccc1N=C1SCCN1C1CCS(=O)(=O)C1 (stereo unspecified)	-2.7%	16.4%	4.5%	i	1.4%	0.5%	-0.7%	-1.7%	-0.5%	-7.0%	-18.2%
COc1ccc(C2C(C(=O)c3cccs3)=C(O)C(=O)N2c2nnc(C)s2)cc1OC (stereo unspecified)	-7.4%	1.2%[11.4 µM]	405.2%[11.4 µM]	x	-1.0%[7.66 µM]	-3.0%	0.0%	-4.6%	-7.4%	u	-24.0%
COc1ccccc1C(=O)NCCc1nc2ccccc2[nH]1	0.0%	15.4%	-1.5%	i	-0.7%	0.1%	0.0%	-0.4%	-0.2%	u	-23.4%
N[C@H](COP(=O)(O)O)C(=O)O	x	2.2%	-7.8%	u	x	x	x	x	0.9%	-0.4%	x
O=C1CCCC2=C1C(c1cccs1)n1nc(SCc3ccccc3)nc1N2 (stereo unspecified)	-5.3%	6.4%	29.3%	1.1e-07M*	34.6%[activator]	-4.8%	-0.3%	0.6%	2.0%	-17.0%	-2.7%

Some of the entries so far, with each value named:
COc1ccccc1C(=O)NCCc1nc2ccccc2[nH]1
  Caspase-1 inhib = 0.0% | HEK293 cAMP ctrl = 15.4% | Tau fil binding = -1.5% | A350 fluor = i | USP2a inh = -0.7% | Caspase-7 inhib = 0.1% | BRCT PPI red = 0.0% | BRCT inh green = -0.4% | FLuc inh = -0.2% | CRE-bla Fsk = u | ERK AVP block = -23.4%
N[C@H](COP(=O)(O)O)C(=O)O
  Caspase-1 inhib = x | HEK293 cAMP ctrl = 2.2% | Tau fil binding = -7.8% | A350 fluor = u | USP2a inh = x | Caspase-7 inhib = x | BRCT PPI red = x | BRCT inh green = x | FLuc inh = 0.9% | CRE-bla Fsk = -0.4% | ERK AVP block = x
